# RBX1-CUL1 inh – inhibitors of human ROC1-CUL1 ubiquitin ligase activity. in vitro K48 di-Ub FRET, acceptor:donor ratio, 45 min. inhibition, % at 10 µM. 140,000 tested, 0.6% active. AID 1347404, 2020; in the data active = inhibition above about 25%
# Target sequence (P62877 whole entry, looked up): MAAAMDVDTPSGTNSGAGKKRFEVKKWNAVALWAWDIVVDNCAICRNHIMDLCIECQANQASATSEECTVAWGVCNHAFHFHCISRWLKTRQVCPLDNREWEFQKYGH
# Target sequence (Q13616 whole entry, looked up): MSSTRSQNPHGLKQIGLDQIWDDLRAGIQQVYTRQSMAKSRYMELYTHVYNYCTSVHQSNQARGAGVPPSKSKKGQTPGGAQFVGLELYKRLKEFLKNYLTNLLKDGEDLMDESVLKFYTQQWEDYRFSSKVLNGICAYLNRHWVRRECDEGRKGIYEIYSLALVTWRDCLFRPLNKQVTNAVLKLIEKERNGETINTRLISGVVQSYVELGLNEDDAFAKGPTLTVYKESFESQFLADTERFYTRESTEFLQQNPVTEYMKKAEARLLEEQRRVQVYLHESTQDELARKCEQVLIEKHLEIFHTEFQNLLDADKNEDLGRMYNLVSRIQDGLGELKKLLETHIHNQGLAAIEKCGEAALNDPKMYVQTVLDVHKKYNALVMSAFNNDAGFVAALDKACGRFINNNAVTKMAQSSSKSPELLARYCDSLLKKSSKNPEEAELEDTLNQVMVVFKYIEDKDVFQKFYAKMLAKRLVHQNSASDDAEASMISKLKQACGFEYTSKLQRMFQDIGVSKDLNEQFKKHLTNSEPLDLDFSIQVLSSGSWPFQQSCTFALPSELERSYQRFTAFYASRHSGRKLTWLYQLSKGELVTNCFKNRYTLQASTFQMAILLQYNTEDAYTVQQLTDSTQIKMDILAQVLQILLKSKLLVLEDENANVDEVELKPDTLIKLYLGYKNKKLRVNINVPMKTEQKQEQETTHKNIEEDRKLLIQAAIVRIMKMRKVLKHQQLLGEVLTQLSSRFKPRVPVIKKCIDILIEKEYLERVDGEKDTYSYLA
# * = called active by the depositor.
Molecule | RBX1-CUL1 inh
CC(NC(=O)c1cc2ccccn2n1)c1ccccc1 (configuration not stated) | -7.6
CCOC(=O)C(C)Sc1ncnc2sc(-c3ccccc3)cc12 (configuration not stated) | 4.5
Cc1nnc(NC(=O)c2ccccc2)s1 | -4.2
COc1cc(CNn2cnnc2SCc2ccc(Cl)cc2)cc(Br)c1OCC(=O)N1CCCCC1 | 1.5
C=CCNC(=S)Nc1sc2c(c1C(=O)OCC)CCCCC2 | -3.8
COCCCNC(=O)c1cnc2sc(N3CCCCC3)nn2c1=O | -2.8
CN(C(=O)C1CCCN(C2CCN(C(=O)C3CC3)CC2)C1)C1CCCCC1 (configuration not stated) | 2.2
Cn1c(=O)[nH]c2cc(-c3noc(-c4cccc(Cl)c4)n3)ccc21 | -9.7
O=c1c2c3c(sc2ncn1/N=C\c1ccc(C(F)(F)F)cc1)CCCC3 | -3.5
Cc1ccc(S(=O)(=O)Nc2ccc(-c3cn4ccccc4n3)cc2)cc1 | 3.7
CC1=CC(C(F)(F)F)(C(F)(F)F)C(C#N)C(=N)N1c1sc2c(c1C#N)CCCC2 (configuration not stated) | 10.0
COc1cc(/C=C2\SC(=Nc3ccc(Cl)cc3)N(C)C2=O)ccc1OCC(=O)O | 3.7
O=C1N=C2CCCCC2C(=O)C1C(=O)Nc1ccccn1 (configuration not stated) | 1.2
O=C(CCC1CCCN(C(=O)CCc2ccc(F)c(F)c2)C1)N1CCCC1 (configuration not stated) | 3.9
Cc1ccc(-n2nnnc2CNC(=O)c2ccccc2S(C)(=O)=O)cc1C | -1.2
Cc1nc(N2CCC(C(=O)N3CCC(O)(c4cccnc4)CC3)CC2)nc2ccc(C(C)C)cc12 | 12.0
COC(=O)C(NC(=O)c1ccc(OC)cc1)(Nc1nc2c(C)cccc2s1)C(F)(F)F (configuration not stated) | 11.7
CSc1ccc(CNC(=O)c2ccc3c(c2)N(C)C(=O)C2CCCCN32)cc1 (configuration not stated) | -5.9
Cc1nc(-c2ccccc2)nc2n[nH]c(N)c12 | 9.3
C/C=C/CN1N=C(C)Cn2c1nc1c2c(=O)n(C/C=C/C)c(=O)n1C | 7.6
Cc1ccc(C)c(Cn2nnc(C(=O)NCc3ccc(Cl)cc3Cl)c2N)c1 | -12.5
CCCCOc1ccc(C2C3CCCC=C3C(C#N)C(=N)C2(C#N)C#N)cc1 (configuration not stated) | 6.3
CCCN(CC1CC1)C(=O)c1cn(CCc2ccccn2)cc(C(=O)NCc2ccc(C)cc2)c1=O | 0.0
CCOC(=O)c1ccccc1NC1=NS(=O)(=O)c2ccccc21 | -4.1
Cc1ccc(S(=O)(=O)c2nnn3c2nc(NC2CCCCC2)c2sccc23)cc1 | -1.7
COCCn1c(=S)[nH]c2ccccc2c1=O | 7.2
O=C(Nc1ccccc1)c1cc(Br)ccc1Br | -16.3
CCN1C(=O)c2ccccc2Sc2ccc(NC(=O)Nc3cc(C)cc(C)c3)cc21 | -7.0
C(#Cc1ccccc1)/C=C/c1cc2ccccc2c2ccccc12 | -8.9
CCN(CC)c1ccc(NC(=O)CCc2nc3cccnc3n2Cc2cccs2)c(C)c1 | 4.4
COCCN1CCC(CN(Cc2cnc(SC)nc2)CC2CCCO2)CC1 (configuration not stated) | 0.2
COCc1cc(C)nc2sc(C(=O)Nc3ccc(OC(F)(F)F)cc3)c(N)c12 | 0.5
COc1cc(-c2cc(C(F)(F)F)n3ncc(C(=O)N=C4C(=O)N(c5ccccc5)N(C)C4C)c3n2)cc(OC)c1OC (configuration not stated) | 1.5
Cc1ccc(CNC(=O)C2CCN(S(=O)(=O)c3ccc4[nH]c(=O)ccc4c3)CC2)cc1 | -7.0
O=C(CN1CCN(c2cccc(Cl)c2)CC1)NC1Cc2ccccc2C1 | -1.8
C1=CCN(c2cc(C3CCNCC3)ncn2)CC1 | -8.6
Cc1cccc(NC(=S)NC(=O)c2cccs2)n1 | -5.0
O=C(Nc1ccc(C(F)(F)F)cc1)C1CCC(CNS(=O)(=O)c2cccc3nsnc23)CC1 (configuration not stated) | 2.1
Cc1ccc(S(=O)(=O)N2CCOCC2)cc1 | -7.1
O=C(c1cn[nH]c1C1CCCCC1)N1CCCC(CNS(=O)(=O)c2cccs2)C1 (configuration not stated) | 2.8
Cc1[nH]nc2c1C1(C(=O)Nc3ccccc31)C(C#N)C(=N)O2 (configuration not stated) | 8.7
Cc1nn(Cc2ccc(C(=O)NCc3ccc(F)cc3)o2)c(C)c1Cl | 5.6
COc1ccc(OCC(O)COc2ccc(OC)cc2)cc1 | -4.5
COc1ccc(NC(=O)C2CCC(CNS(=O)(=O)c3ccc(Br)s3)CC2)cc1OC (configuration not stated) | -9.2
Cn1c(C(=O)c2ccccc2)nc(Cl)c1Cl | -2.0
CCN1CCC(NC(=O)C(C)Oc2ccc(F)cc2Cl)CC1 (configuration not stated) | -1.1
CC1=C(c2ccccc2)C(=O)N(c2ccccc2)C(c2ccc(Cl)cc2)O1 (configuration not stated) | 1.9
O=C1[C@@H]2CSC(c3ccc(Cl)cc3)N2C(=O)N1c1ccccc1 (some centres not stated) | -8.7
C/C(=N\Nc1nc(-c2ccc(Cl)cc2)cs1)c1ccc(C(C)(C)C)cc1 | 7.5
CCOc1ccc(Oc2nc(NCC(C)C)nc(NC(C)(C)C)n2)nn1 | -6.8

# Next results
Molecule | RBX1-CUL1 inh
O=C(CSc1ccc2ccccc2n1)N/N=C\c1c(O)ccc2ccccc12 | -8.5
COc1ccc(CCN2C(=O)CN(C3CCC(C)CC3)C(=O)C2c2ccc(OC(C)C)c(OC)c2)cc1OC (configuration not stated) | -4.0
Cc1c(CSc2nnnn2-c2ccccc2)cccc1-c1ccccc1 | -2.5
COc1cccc(C2CC(C(F)(F)F)n3ncc(C(=O)Nc4sc5c(c4C#N)CCCC5)c3N2)c1 (configuration not stated) | -10.6
Cc1cc(C)c2c(n1)sc1c3c(c(=O)[nH]c12)C(c1cccnc1)C(C#N)C(=N)O3 (configuration not stated) | 6.3
Cc1cc(C)c2nc(N3CCCC(C(=O)NCc4cccc(Br)c4)C3)sc2c1 (configuration not stated) | -9.1
COc1ccccc1NC(=O)CCSc1nnnn1-c1ccccc1 | 9.8
CC(C)Sc1ncc(Cl)c(C(=O)Nc2nnc(C(C)C)s2)n1 | 5.4
C/C=C/CC1C(C)=NC(=S)C(C#N)=C1C (configuration not stated) | -2.4
COc1c(Cl)ccc(S(=O)(=O)N2CCCC2)c1Cl | -4.8
O=C(CN(Cc1ccc(F)cc1)S(=O)(=O)c1ccccc1)Nc1ccccc1Br | 10.4
C=CCOc1ccc(C=C2C(=O)N(CC)C(=S)N(CC)C2=O)cc1 | 1.7
CCC1(C)Oc2ccc(NC(=O)c3ccccc3SC)cc2O1 (configuration not stated) | 4.0
CCOC(=O)c1cnc(N2CC(C)CC(C)C2)nc1C (configuration not stated) | 10.4
CCOC(=O)CCn1cnc2onc(-c3ccccc3Cl)c2c1=O | -1.7
CCCS(=O)(=O)c1ccc(C)cc1 | -0.7
Cc1cccc(NC(=O)c2cc3c(=O)n4cccc(C)c4nc3n2C)c1 | 4.9
Brc1ccc(N=Cc2ccccn2)cc1 | -2.5
COc1cccc(C2CC(=O)Nc3cc4c(cc32)OCO4)c1 (configuration not stated) | -6.9
CCc1ocnc1C(=O)N1CCC(C2CCN(c3ncccn3)CC2)C1 (configuration not stated) | 2.6
COc1ccc2cc3cc(C(=O)NCc4ccccc4OC)oc3nc2c1 | 5.2
O=C(c1cn(CCN2CCCCC2)nn1)N1CCN(c2nc3ccccc3o2)CC1 | 12.9
CCCn1c(=O)c2c(nc3n(C4CCCCC4)c(C)c(C)n23)n(C)c1=O | 10.9
Clc1ccc(CSc2nncn3c2cc2occc23)cc1 | -3.5
COc1cccc(CC(C2CCN(C(=O)c3ccc(F)cc3)CC2)N(C)C(=O)c2ccn(C)n2)c1 (configuration not stated) | -2.3

# Compounds shown so far containing a furan ring, fused or not:
Molecule | RBX1-CUL1 inh
Cc1nn(Cc2ccc(C(=O)NCc3ccc(F)cc3)o2)c(C)c1Cl | 5.6
COc1ccc2cc3cc(C(=O)NCc4ccccc4OC)oc3nc2c1 | 5.2
Clc1ccc(CSc2nncn3c2cc2occc23)cc1 | -3.5

# The list goes on:
Molecule | RBX1-CUL1 inh
CC(C)[C@H]1CN(C)CCN1c1nc2nonc2nc1NCc1cccs1 | -9.2
O=S1(=O)Nc2ccccc2-c2ccccc2N1 | -1.2
CC1=CC(C)(C)N(C(=O)c2ccc(C)cc2)c2cc(C(c3ccccc3)(c3ccccc3)c3ccccc3)ccc21 | 6.5
COc1cccc(CN2CCCC3(CCN(C(=O)CN4CCCC4=O)C3)C2)c1OC (configuration not stated) | -12.2
COc1ccc(-c2nc(SCCOc3ccccc3Cl)n3[nH]c(=O)cc3n2)cc1 | -7.9
CCOc1ccc(CCNC(=O)C2CCN(C(=O)N3CC(CC)Oc4ccccc43)CC2)cc1 (configuration not stated) | -4.6
COc1ccc(-c2cc(=O)[nH]c(N3CCN(C)CC3)n2)cc1 | 5.8
COc1ccccc1CNC(=O)c1cc2cccc3c2n1CCS3 | -8.6
Cc1ncoc1C(=O)N1CCc2[nH]nc(C3COc4ccccc4O3)c2C1 (configuration not stated) | -0.6
CCC(C)(C)NC(=O)c1c(-c2c(F)cccc2Cl)noc1C | 8.0
CC(C)c1ccc(Nc2ncnc3c2nc2n3CCCC2)cc1 | -1.3
CNC(=O)c1ccc(C2CCCN2Cc2ccc(Sc3ncn[nH]3)o2)s1 (configuration not stated) | -6.9
CCOc1cc(/C=C2\SC(=Nc3ccccc3CC)N(c3ccccc3CC)C2=O)ccc1OC | -12.1
COC(=O)CCn1cnc2onc(-c3cc(F)cc(F)c3)c2c1=O | -7.4
O=C(Nc1cccc(O)c1)c1noc2c1CCc1ccccc1-2 | -6.5
COc1ccc(-c2nc(=S)c3c(n2-c2ccc(N(C)C)cc2)CCCC3)cc1 | 1.2
CCn1c(=O)c2c(nc3n(-c4ccc(N(C)C)cc4)c(C)cn23)n(C)c1=O | 7.7
COc1cccc(-n2c(-c3ccc(Cl)cc3)cc3c2CC(C)(C)CC3=O)c1 | -7.7
COc1ccccc1NC(=O)Cn1nc(C)n2cccc2c1=O | -7.8
CCn1c(COc2ccccc2)nnc1SCC(=O)Nc1ccc(Cl)c(C(=O)OC)c1 | 0.9
O=C(O)CCC(=O)Nc1cccc(C(=O)NN2C(=O)c3ccccc3C2=O)c1 | 9.0
CC(=O)Nc1c(C)cc([N+](=O)[O-])cc1Br | -6.8
Cc1ccc(C(=O)O)cc1Br | -0.4
Cc1ccc(S(=O)(=O)N2CCN(CCCOc3ccccc3Cl)CC2)cc1 | -0.3
CC(C)Oc1ccc(CNS(=O)(=O)c2ccc3c(c2)C(C)(C)C(=O)N3C)cc1 | 19.5

# Laid out differently: results already given
> CCOc1ccc(CCNC(=O)C2CCN(C(=O)N3CC(CC)Oc4ccccc43)CC2)cc1 (configuration not stated)
  RBX1-CUL1 inh = -4.6
> COc1ccc(-c2nc(SCCOc3ccccc3Cl)n3[nH]c(=O)cc3n2)cc1
  RBX1-CUL1 inh = -7.9
> CCOc1cc(/C=C2\SC(=Nc3ccccc3CC)N(c3ccccc3CC)C2=O)ccc1OC
  RBX1-CUL1 inh = -12.1
> COc1ccccc1CNC(=O)c1cc2cccc3c2n1CCS3
  RBX1-CUL1 inh = -8.6

# (more compounds)
Molecule | RBX1-CUL1 inh
CC(C)c1ccc(C2CC(=O)c3c(ccc4ccccc34)N2)cc1 (configuration not stated) | -1.4
Cc1ccc(NC(=O)c2sc3ncccc3c2N)cc1Cl | 1.9
c1cncc(OC2CCN(c3nc4nonc4nc3N3CCCC3)CC2)c1 | -3.1
CCOC(=O)c1c(C)n(-c2ccc(OCC)cc2)c2ccc(OC(=O)COc3ccccc3)cc12 | -0.2
COc1cccc(N2CCC(N3CCc4[nH]nc(C5CCC5)c4C3)CC2)c1 | 2.7
CCS(=O)(=O)c1ncc(CN2CCC[C@H]2CO)n1CCCc1ccccc1 | -4.6
CCC(CC)C(=O)Nc1nnc(Cc2ccc(OC)cc2)s1 | -0.8
O=C(Nc1ccc(N2CCCCC2)c(F)c1)c1ccco1 | 8.6
CCC(=O)N1CCc2cc(Br)cc(S(=O)(=O)CCC(=O)NCCc3ccccc3)c21 | -11.8
Cc1ccc(NC(=O)CSc2nnc(COc3ccc4ccccc4c3)n2C)cc1[N+](=O)[O-] | -7.9
O=C1N(CCCc2ccccc2)CCCC1(O)CN1CCCCC1 (configuration not stated) | -9.8
CC(C)CNC(=O)NC(=O)C(F)(F)F | 0.8
CCOc1ccccc1CNC(=O)c1cccc(NC(=O)c2nsc3ccccc23)c1 | 7.0
CCCn1c(-n2nc(C)cc2C)nc2c1c(=O)[nH]c(=O)n2C | 3.1
CCCc1cc(C(=O)Nc2ccccc2C(=O)OC)n(C)n1 | 2.0
O=C1CC(=O)Nc2cc(S(=O)(=O)Nc3cccc(Br)c3)ccc2N1 | 0.6
COCCC(=O)N1CCC2(CCCN(Cc3ccc(C(C)C)cc3)C2)C1 (configuration not stated) | 6.9
CC(=O)N(c1ccccc1)C1SC(=O)N(c2cccc(C)c2)C1=O (configuration not stated) | -3.4
Cc1ccccc1NCc1nc2ccccc2n1CCOc1ccccc1 | 3.6
O=C(c1ccc(F)c(S(=O)(=O)N2CCOCC2)c1)N1CCOCC1 | 1.7
CCOC(=O)c1cnn(-c2ccc(C(C)C)cc2)c1NC(=O)c1cccc(C(F)(F)F)c1 | -2.7
Cc1csc(SCC(=O)N2CCc3c(cnc(C)c3CNC(=O)/C=C/c3cccs3)C2)n1 | 1.6
N#CC1C(=N)Oc2n[nH]c(-c3cccnc3)c2C1c1cc(F)ccc1F (configuration not stated) | -0.3
Cc1cc2nc(-c3ccc(OCc4ccccc4Cl)cc3)cc(C(F)(F)F)n2n1 | 3.9
Cc1cc(-c2ccc(N=Cc3ccco3)c(C)c2)ccc1N=Cc1ccco1 | -7.6
CN(CCc1ccccn1)C(=O)CCC1CCCN(C(=O)CCC(F)(F)F)C1 (configuration not stated) | -14.8
CC(C)CC(=O)NCC1(N(C)C)CCCCC1 | -4.3

# Compound activity deposited in PubChem by Icahn School of Medicine at Mount Sinai.

# An excerpt; the hit share may differ from the screen's.
